# High-throughput results (PubChem BioAssay)
# CDK5 p35 inh: inhibitors of human CDK5/p35 kinase, primary screen, biochemical, single concentration | Cyclin-dependent kinase 5 (Homo sapiens) + Cyclin-dependent kinase 5 activator 1 (Homo … | inhibition, % at 10 µM | 330,000 compounds, 0.01% hits | AID 488839, 2010 | Recombinant CDK5/p35, ADP-Glo luminescence, 60 min;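 active = highest replicate inhibition of at least 50% and at least 75% of replicates reaching 50%; inconclusive = only one of the two criteria met; inactive = both criteria failed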;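 note: plate controls were DMSO neutral control for no effect and GW8510 at 10 µM for full effect; many of its hits are not listed in these tables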
# Mot1-301 SUMO: yeast Mot1-301 growth rescue at high temperature, primary screen, SUMOylation pathway inhibitor project, S. cerevisiae, ATP luminescence, 38.5C. 320,000 compounds, 1% hits. AID 2716, 2010. S. cerevisiae Mot1-301 growth rescue; percent above DMSO median, 100 means doubled. growth rescue, % at 18.8 µM;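 active = every valid replicate shows activation above 250% relative to neutral control wells; inactive = the rest, any valid replicate at or below 250%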;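 note: OY570 slx delta 5 strain wells were the positive control but not used for scaling; some compounds called inactive have numbers as strong as hits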
# Rtt109 HAT inh: inhibitors of C. albicans Rtt109/Vps75 HAT, primary screen, biochemical, ThioGlo CoA-SH fluorescence, plate reader; Histone acetyltransferase RTT109 (Candida albicans (strain SC5314 / ATCC MYA-2876)), …; AID 540336, 2011; purified Rtt109/Vps75, 4 h; 330,000 compounds, 0.16% hits; inhibition, % at 34.9 µM;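 active = inhibition of at least 50% in every replicate; inconclusive = best replicate reaches 50% inhibition but some replicates fall short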
# Keap1 Nrf2 FP: Keap1-Nrf2 protein-protein interaction inhibitors, primary screen, biochemical, fluorescence polarization, single point; Kelch-like ECH-associated protein 1 (Homo sapiens), Q14145; Keap1 Kelch-Nrf2 peptide fluorescence polarization, 1536-well; inhibition, % at 9.4 µM; 340,000 compounds, 0.15% hits; AID 504523, 2011; in the data active = inhibition above about 12%; inconclusive = no clear call, values can overlap the other calls; inactive = below about 7.3%;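 note: human Keap1 Kelch domain with fluorescein labeled Nrf2 9mer peptide probe; 0% = neutral control wells and 100% = peptide positive control; higher means more block of Keap1 binding to Nrf2 peptide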
# Target sequence (Q14145 whole entry, looked up, the tested form may be a part): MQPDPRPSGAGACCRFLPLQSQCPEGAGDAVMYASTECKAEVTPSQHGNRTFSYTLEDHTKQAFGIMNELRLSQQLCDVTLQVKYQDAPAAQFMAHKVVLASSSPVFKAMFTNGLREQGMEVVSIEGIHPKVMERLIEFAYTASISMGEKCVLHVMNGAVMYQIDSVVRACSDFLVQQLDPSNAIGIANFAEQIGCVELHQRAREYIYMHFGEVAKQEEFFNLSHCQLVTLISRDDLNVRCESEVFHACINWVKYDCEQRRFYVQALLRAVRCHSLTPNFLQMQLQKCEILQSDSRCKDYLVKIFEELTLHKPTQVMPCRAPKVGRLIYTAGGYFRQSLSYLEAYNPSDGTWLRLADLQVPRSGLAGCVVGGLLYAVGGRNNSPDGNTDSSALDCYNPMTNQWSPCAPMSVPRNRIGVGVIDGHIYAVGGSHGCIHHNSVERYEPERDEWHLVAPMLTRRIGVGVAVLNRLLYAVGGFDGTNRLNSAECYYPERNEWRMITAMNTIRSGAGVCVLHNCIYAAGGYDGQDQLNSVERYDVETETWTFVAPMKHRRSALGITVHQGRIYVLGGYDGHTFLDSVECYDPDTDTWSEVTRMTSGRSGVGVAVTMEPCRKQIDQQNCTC
# RTF Ca sens inh: cardiac RTF calcium sensitivity inhibitors, primary screen, biochemical, IANBD-TnC fluorescence, EC70 calcium | Troponin I, cardiac muscle (Homo sapiens) + Troponin T, cardiac muscle (Homo sapiens) + … | IANBD-labeled cardiac RTF, Ca2+ fluorescence | inhibition, % at 7.15 µM | 340,000 compounds, 0.12% hits;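 active = inhibition above the mean inhibition of all tested compounds plus 3 SD, cut at about 17% in these data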;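 note: assay run at fixed EC70 calcium of 1.6 mM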
# RTF Ca sens act: cardiac RTF calcium sensitivity activators, primary screen, biochemical, IANBD-TnC fluorescence, EC20 calcium; AID 493008, 2010; 340,000 compounds, 0.24% hits; activation, % at 7.2 µM; IANBD-labeled TnC RTF fluorescence at EC20 calcium; 0% EC20 calcium, 100% full calcium; Troponin I, cardiac muscle (Homo sapiens) + Troponin T, cardiac muscle (Homo sapiens) + …;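 active = activation above the mean over all tested compounds plus 3 SD, cut at about 30% in these data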;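 note: rise in fluorescence read as greater calcium sensitivity of cardiac thin filaments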
# PfHsp90 yeast 2: growth inhibition of PfHsp90-expressing yeast, primary screen, antimalarial PfHsp90 inhibitor project, S. cerevisiae, BacTiter-Glo luminescence, single point, set 2. 310,000 compounds, 0.32% hits. BacTiter-Glo ATP, 48 h; yeast lacking PDR1 and PDR3 efflux regulators. inhibition, % at 9.4 µM;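 active = every replicate shows inhibition above about 80%, whatever the replicate mean, limit read from the data; inconclusive = mean inhibition reaches the set limit but some replicate falls short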;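 note: 0% = DMSO neutral controls and 100% = 20 µM radicicol positive controls; yeast relying on Plasmodium falciparum Hsp90 in place of its own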
# dFosB act: activators of delta FosB homodimer, primary screen, biochemical, fluorescence polarization, TAMRA-CDK5 oligo, single point; Protein FosB (Mus musculus), P13346; purified delta FosB; percent of positive-control signal above neutral wells; activation, % at 25 µM; 340,000 compounds, 0.99% hits;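 active = mean activation above about 17%, with every replicate also reaching it, limit read from the data, passing the limit was not always enough; inconclusive = only one of the two conditions met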;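 note: fluorescence polarization rise as delta FosB binds a TAMRA Cdk5 AP-1 oligo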
# Target sequence (P13346 whole entry, looked up): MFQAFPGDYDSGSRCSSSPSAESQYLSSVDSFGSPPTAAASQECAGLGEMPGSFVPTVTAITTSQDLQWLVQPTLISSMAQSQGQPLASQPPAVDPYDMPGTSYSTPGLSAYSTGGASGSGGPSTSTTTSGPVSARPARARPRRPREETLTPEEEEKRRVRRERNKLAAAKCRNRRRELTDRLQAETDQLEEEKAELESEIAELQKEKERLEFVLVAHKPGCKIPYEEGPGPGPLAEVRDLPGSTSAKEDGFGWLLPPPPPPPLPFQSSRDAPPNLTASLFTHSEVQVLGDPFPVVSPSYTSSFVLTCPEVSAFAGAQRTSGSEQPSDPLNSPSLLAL
# NSD2 inh: NSD2 histone methyltransferase inhibitors, primary screen, biochemical, AlphaScreen, single concentration, set 2; 310,000 compounds, 0.54% hits; AID 743445, 2014; NSD2 peptide methylation, 120 min; inhibition, % at 12.5 µM; Histone-lysine N-methyltransferase NSD2 (Homo sapiens), O96028; in the data active = inhibition above about 50%
# LANA DNA inh: inhibitors of KSHV C-LANA binding to DNA, primary screen, biochemical, fluorescence polarization, FAM-LBS DNA, MBP-C-LANA, single point; 340,000 compounds, 0.078% hits; AID 504423, 2011; Kaposi's sarcoma herpesvirus LANA C-terminal domain (residues 932-1162) DNA binding; inhibition, % at 9 µM;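 active = highest replicate inhibition at or above 60% at 9 µM, even if other replicates fall short; inactive = all replicates below 60% inhibition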;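 note: 0% = neutral control wells and 100% = 4 µM acridine orange control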
# PvdQ inh: P. aeruginosa PvdQ acylase inhibitors, primary screen, biochemical, fluorescence, plate reader and imaging, single point; inhibition, % at 10 µM; 340,000 compounds, 0.063% hits; purified PvdQ acylase; in the data active = inhibition above about 30%, passing the limit was not always enough; inconclusive = no clear call, values can overlap the other calls;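 note: 0% = vehicle neutral wells and 100% = reference inhibitor wells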
# * = called active by the depositor; ? = inconclusive; . = not tested or not shown.
entry	Molecule	CDK5 p35 inh	Mot1-301 SUMO	Rtt109 HAT inh	Keap1 Nrf2 FP	RTF Ca sens inh	RTF Ca sens act	PfHsp90 yeast 2	dFosB act	NSD2 inh	LANA DNA inh	PvdQ inh
1	COc1ccc(OCC(O)CNC(=O)c2ccc(Br)cc2)cc1 (centres undefined)	-2.4	-2	-7	0	-6	-3	.	-5	-1	0.9	-10
2	CCCCN(C)CCNC(=O)c1ccc(Cn2c(=S)[nH]c3ccc(Br)cc3c2=O)cc1	0.6	8	-5	-5	-14	8	.	8	3	0.8	-20
3	CC1Cc2cc(S(=O)(=O)N3CCC(C(N)=O)CC3)ccc2N1C(=O)C1CC1 (centres undefined)	.	-8	1	3	-2	0	1	-6	1	0.4	-9
4	Cc1cc(C(=O)COC(=O)/C=C/c2cccc(Br)c2)c(C)n1C	3.0	.	7	0	-7	-13	-11	-10	10	0.1	-16
5	Cc1cc(OCC(=O)Nc2ccccn2)c2c(C)c(C)c(=O)oc2c1	-0.7	5	0	-4	3	-6	-25	-2	4	-0.4	-14
6	CCn1c(=O)c(C(=O)NNC(=O)c2ccc(Cl)cc2Cl)c(O)c2ccccc21	-2.7	0	-2	-10	-12	2	9	-6	13	-1.4	-8
7	C=C(C)CSc1nc2ccccc2c(=O)n1-c1c(C)n(C)n(-c2ccccc2)c1=O	-6.7	-16	12	0	4	0	18	-5	-5	-0.3	-6
8	NC(=O)c1ccc(C(F)(F)F)n(Cc2ccccc2Cl)c1=O	-1.2	399	-3	1	2	3	-17	0	-1	-1.9	-2
9	CCc1nnc(NC(=O)CN2CCN(c3cccc(OC)c3)CC2)s1	0.0	8	8	-1	1	-2	24	1	3	-0.5	-5
10	COc1ccc(NC(=O)c2ccccc2[N+](=O)[O-])cc1	1.6	-5	-7	-2	-7	13	27	-1	-1	1.7	-13
11	C=C(C)COc1ccc(-c2[nH]ncc2-c2ccccc2OC)c(O)c1	-0.4	4	21	-5	0	-4	-44	-3	0	0.1	-8
12	Cc1ccc(NC(=O)c2cc(C)n(-c3ccccc3)c2C)cc1	1.2	197	2	2	-2	5	8	-10	2	-2.9	-7
13	CNC(=S)N/N=C(\C)c1cccc(C(F)(F)F)c1	1.4	461	2	5	1	-7	-93	-1	1	-1.2	1
14	Cc1ccc(NC(=O)c2sc(N)nc2C)cc1	0.1	12	16	-2	0	-2	2	0	-1	-0.7	-6
15	COc1ccc(NC(=O)CSc2nnc(N)n2CC(=O)Nc2ccc(OC)cc2)cc1	-1.2	-19	-4	2	-4	-3	-32	0	-4	0.8	-13
16	Nc1cc(C(=O)OCC(=O)NNC(=O)c2ccccc2F)ccc1Cl	-0.9	-7	-8	2	2	-6	.	1	-1	0.1	-4
17	O=C(c1coc2ccccc2c1=O)N1CCN(c2cccc(C(F)(F)F)c2)CC1	-1.0	-27	0	-2	-19	0	-26	-19	1	-0.1	-10
18	CCc1ccc(NC(=O)CCc2c(C)nn(-c3ccc(N4CCOCC4)nn3)c2C)cc1	0.0	-6	2	3	-7	3	-8	-4	-2	-0.5	7
19	CCN(Cc1ccncc1)C(=O)c1cc(COc2c(F)cccc2F)on1	.	4	7	4	3	-5	-4	-1	0	-0.5	-4
20	CCOC(=O)CNC(=S)N(Cc1ccccc1)Cc1cccnc1	2.1	181	9	-5	-4	0	8	1	-2	-1.4	-1
21	CCCN(CCC)S(=O)(=O)c1ccc(C(=O)NNC(=O)c2cc(OC)c(OC)c(OC)c2)cc1	1.5	12	22	0	-6	7	13	-9	-1	-0.4	8
22	O=C(c1ccccc1)C1CCN(CC(=O)N2CCN(c3ccccc3)CC2)CC1	0.9	18	8	-1	-3	-6	5	-7	-5	0.6	-2
23	Nc1nc(Sc2ccc([N+](=O)[O-])c3nonc23)c2[nH]cnc2n1	7.0	.	-1	11	-4	-7	4	-22	36	16	3
24	O=C1CCC(NC(=O)c2ccccc2)C(=O)N1 (centres undefined)	-0.6	333	-1	-6	-3	-5	-6	2	2	-0.9	-10
25	CCCC(NC(=O)c1ccco1)c1nc2ccccc2[nH]1 (centres undefined)	-2.4	-20	16	-5	6	0	-2	-2	-2	-0.2	-7
26	OCCN(CCO)CC(O)CN(c1ccccc1)c1ccccc1 (centres undefined)	-1.7	0	-5	-1	0	2	12	-6	-5	1.5	-7
27	COC(=O)c1nnn(-c2nonc2N)c1CSc1ccccn1	0.2	4	-7	0	-4	-1	-13	4	-6	-0.6	-10
28	CC(=O)N1CCCc2ccc(NS(=O)(=O)c3ccccc3)cc21	0.7	13	-3	-1	12	-10	0	-9	2	-2.3	12
29	CCn1c(CNc2ccc(F)cc2)nnc1SCC#N	0.3	-1	-1	-3	-3	-5	-3	-2	0	2.8	7
30	CCSc1nnc(NC(=O)COc2ccc(Cl)cc2)s1	0.7	1	2	-7	-1	-1	-42	-5	-3	-0.6	-10
31	CCOC(=O)C1CCCN(c2c(Nc3ccc(OCC)cc3)c(=O)c2=O)C1 (centres undefined)	-3.4	-25	2	7	-6	0	3	-4	.	1.7	-4
32	Cc1cc(C)cc(OCC(=O)N/N=C\c2cn(C)nc2C)c1	0.3	-12	2	1	-11	-4	15	4	-1	0.1	-8
33	COc1cc(NC(=O)CCc2c(C)nc3nc(C)nn3c2C)cc(OC)c1	0.5	-5	3	-6	-1	1	.	-2	0	0.3	-9
34	O=C(CSc1nc(-c2ccccc2Cl)ns1)NCc1ccco1	1.0	1	4	-5	-8	7	.	-4	1	0.8	-14
35	C=CCNc1cc(C)oc(=O)c1C(=O)CCC	0.4	7	.	2	-6	6	5	-2	-2	-0.9	-14
36	CN=C(Nc1cc(C)nn1-c1ccccc1)c1ccccc1	12	7	3	-1	4	2	-10	1	-1	-2.1	24
37	Cn1c(SCc2ccc(F)cc2Cl)nc2ccccc2c1=O	-0.1	-1	1	-3	2	1	.	0	1	0.0	4
38	O=C(Nc1ccc(NC(=O)C2CC2)nc1)c1cccs1	-2.3	.	-9	-6	0	5	22	-4	21	-1.7	-9
39	O=C(c1cnn(Cc2ccccc2)c1)N1CCN(S(=O)(=O)/C=C/c2ccccc2)CC1	-4.7	2	1	-3	-12	4	.	-11	-3	-0.5	-7
40	O=C(COC(=O)c1cccnc1Cl)NC1CCCCCC1	1.6	-2	-1	-6	-2	-2	-17	-6	-3	1.5	13
41	CC(C)(C)C(=O)Nc1ccc(C(=O)NCc2cccnc2)cc1	2.2	430*	-11	0	-5	7	10	-1	-1	-2.2	-11
42	O=C(Cc1ccc(Cl)cc1)NNC(=O)Nc1cccc2ccccc12	0.7	-32	-2	3	-2	-4	-25	?	-1	-1.7	-5
43	CCN(CC)C1=N/C(=C\c2ccc(OC)cc2)C(=O)N1c1ccccc1	.	1	0	1	-17	-7	8	-1	-21	-1.4	-6
44	COc1ccc(CCNC(=O)CN(C)S(=O)(=O)c2ccc(Br)s2)cc1OC	-1.4	-7	1	2	-4	-4	21	-1	-1	1.2	-1
45	CN(C)CCCNC(=O)c1cc(C(=O)c2c(Cl)cccc2Cl)c[nH]1	1.7	-2	4	-2	-3	-4	3	1	6	-0.6	0
46	COc1ccccc1C(=O)Nc1ccc2c(c1)CCCN2C(=O)c1ccccc1	4.7	8	-1	-2	-3	0	11	-2	-2	0.5	-9
47	COc1ccc(S(=O)(=O)N2CCC(C(=O)NC(c3nc4ccccc4[nH]3)C(C)C)CC2)cc1 (centres undefined)	0.7	-2	12	3	-8	2	10	4	1	1.0	-18
48	CCn1nc(C)cc1C(=O)Sc1cccc(Br)c1	0.6	-35	-12	-20	-2	-3	-1	1	5	0.6	-12
49	NS(=O)(=O)c1ccc(CCNC(=O)C2(S(=O)(=O)c3ccc(Cl)cc3)CC2)cc1	-0.9	1	-1	0	-6	1	-5	?	0	3.3	-16
50	Cc1ccc2cc(CN(Cc3ccco3)C(=O)NCc3ccccc3)c(=O)[nH]c2c1C	-1.2	-5	4	3	5	5	-22	-7	.	-0.3	-5

# Remaining list, next part
entry	Molecule	CDK5 p35 inh	Mot1-301 SUMO	Rtt109 HAT inh	Keap1 Nrf2 FP	RTF Ca sens inh	RTF Ca sens act	PfHsp90 yeast 2	dFosB act	NSD2 inh	LANA DNA inh	PvdQ inh
51	Cc1nnc(SCCN2C(=O)c3ccccc3C2=O)[nH]c1=O	-2.1	9	2	-6	-4	9	-5	1	-3	0.3	-22
52	COc1ccc(NC(=O)CSc2ccc3ccccc3c2)cc1S(=O)(=O)N1CCCCC1	-1.2	13	-6	4	-6	-5	6	-5	-4	2.1	-4
53	Cn1ccnc1SCC(=O)c1ccc([N+](=O)[O-])cc1	1.4	68	11	1	1	-5	-7	6	2	-1.4	5
54	CC(C)c1ccc(-c2csc3nc[nH]c(=O)c23)cc1	-0.4	-27	10	-2	-3	-8	-3	-2	0	-1.3	-1
55	O=C(Cc1cccs1)N(CC1CCCO1)C1(C(=O)NC2CCCC2)CCCCC1 (centres undefined)	-0.3	34	13	-7	-5	9	-11	-4	1	-0.7	5
56	Cc1cc(N(C)/N=C/c2ccccc2O)nc(-c2ccccc2O)n1	-1.1	12	7	-2	-3	-3	-27	-1	0	-1.2	-12
57	CN(C)CCOCCOc1ccc(Cl)cc1C(C)(C)C	-1.6	55	-12	-5	-7	11	.	-4	5	-0.3	-11
58	Cc1cc(C(F)F)n2nc(C(=O)O)nc2n1	0.0	7	-7	-4	1	-4	.	3	3	0.2	11
59	O=C(NCCN1CCOCC1)c1cnn2c1NC(c1cccs1)CC2C(F)(F)F (centres undefined)	-0.8	-10	-7	5	.	.	-17	-6	-3	-0.3	-7
60	Cc1ccc(N2CCN(C(=S)c3ccc(N(C)C)cc3)CC2)cc1	0.9	8	4	2	-7	-1	-4	-6	4	-1.5	6
61	COc1ccc(C(=O)NCCNc2ccccc2[N+](=O)[O-])cc1	-0.8	-9	-5	-3	-11	6	-34	1	7	-0.4	-6
